Source: PubChem BioAssay
CCT modulator = modulators of cytosolic chaperonin (CCT/TRiC) activity; purified chaperonin ATPase assay, HTRF ADP detection, 30 min; activity change, % (test concentration not listed), hits read low; 0.3% of 360,000 active; AID 651819; in the data active = activity change below about -30%; note: % is set by controls: 0 for no effect and ±100 for the full control effect
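TRiC at 40 or 20 nM final (batch-dependent) in 30 mM Tris pH 7.4, 100 mM KCl, 5 mM MgCl2, 1 mM DTT, with compound at single 76 uM and 10 uM ATP, 30 min at 37 deg C. ADP detected by HTRF Transcreener, 665/615 ratio.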
EPAC2 antag = antagonists of human EPAC2. AID 720708. EPAC2 GEF exchange of Rap1B-BODIPY-GDP, fluorescence. 0.18% of 360,000 active. Q8WZA2. Potency, µM (highest dose often 114 µM), without a hit: top-dose activity, negative = inhibition, most hits filed as inhibitors; note: potency is the fitted concentration of half-maximal effect; % is set by controls: 0 for no effect and ±100 for the full control effect; nearly all actives have a fitted effect of over 45% in size; many of its hits are not listed in these tables
Target sequence (Q8WZA2 whole entry, looked up): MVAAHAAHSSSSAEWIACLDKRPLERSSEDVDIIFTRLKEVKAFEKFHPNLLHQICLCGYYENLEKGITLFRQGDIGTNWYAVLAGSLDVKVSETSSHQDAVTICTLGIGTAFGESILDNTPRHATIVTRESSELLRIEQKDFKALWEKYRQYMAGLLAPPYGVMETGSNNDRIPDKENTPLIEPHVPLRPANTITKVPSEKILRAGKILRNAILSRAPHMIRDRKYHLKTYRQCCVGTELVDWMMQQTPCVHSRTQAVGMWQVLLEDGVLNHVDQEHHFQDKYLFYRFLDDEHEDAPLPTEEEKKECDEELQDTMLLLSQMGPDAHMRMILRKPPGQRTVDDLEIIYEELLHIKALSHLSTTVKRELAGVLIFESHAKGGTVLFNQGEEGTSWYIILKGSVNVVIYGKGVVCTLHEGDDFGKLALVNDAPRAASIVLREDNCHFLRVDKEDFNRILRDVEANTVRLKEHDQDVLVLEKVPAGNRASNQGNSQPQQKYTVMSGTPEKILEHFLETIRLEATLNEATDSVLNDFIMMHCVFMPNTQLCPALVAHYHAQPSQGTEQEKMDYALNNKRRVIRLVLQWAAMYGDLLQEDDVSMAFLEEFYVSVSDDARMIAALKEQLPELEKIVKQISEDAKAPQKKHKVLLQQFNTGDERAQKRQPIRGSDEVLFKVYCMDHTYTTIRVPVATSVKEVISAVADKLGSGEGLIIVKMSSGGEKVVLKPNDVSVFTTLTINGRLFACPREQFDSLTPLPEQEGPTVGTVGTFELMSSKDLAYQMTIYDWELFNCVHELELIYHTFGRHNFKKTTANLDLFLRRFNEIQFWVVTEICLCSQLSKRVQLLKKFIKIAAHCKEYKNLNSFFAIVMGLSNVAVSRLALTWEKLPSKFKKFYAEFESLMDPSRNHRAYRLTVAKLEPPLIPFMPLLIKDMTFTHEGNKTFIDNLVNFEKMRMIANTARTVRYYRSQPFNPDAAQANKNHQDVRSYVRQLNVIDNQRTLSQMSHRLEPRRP
EPAC1 ag = activates human EPAC1 exchange factor; EPAC1 agonist qHTS, biochemical assay; response scale: 100% = response to 6.5 mM cAMP; Potency, µM (top dose mostly 154 µM), without a hit: at the highest dose activation, actives largely listed as activators; 0.073% of 360,000 active; note: potency is the fitted concentration of half-maximal effect; nearly all actives have a fitted effect of over 60% in size
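Compounds were pinned as a concentration titration into mixtures of EPAC1 (100 nM), BODIPY-GDP-loaded Rap1B (250 nM) and GDP (50 uM). After 5 min at room temperature, fluorescence was followed for 30 min; activity was scaled to 6.5 mM cAMP.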
WRN helicase inh = inhibitors of human WRN helicase; Potency, µM (titrated, usually from 114 µM), for the others: at the top dose activity change, negative = inhibition, usual class: inhibitors; Q14191; WRN helicase unwinding, fluorescent forked duplex, kinetic; 0.46% of 360,000 active; AID 651768; note: potency is the fitted concentration of half-maximal effect; % is set by controls: 0 for no effect and ±100 for the full control effect; nearly all actives have a fitted effect of over 55% in size
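Screening of the MLSMR collection measured strand separation of a quenched forked DNA duplex (100 nM) by 20 nM WRN with 2 mM ATP, all final. Compounds were preincubated with enzyme 15 min at room temperature.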
EPAC1 antag = antagonists of human EPAC1. O95398. EPAC1 GEF assay, Rap1b-BODIPY-GDP exchange fluorescence. Potency, µM (series often up to 115 µM), inactives show at the top dose activity change, negative = inhibition, usual class: inhibitors. 0.14% of 360,000 active;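 note: potency is the fitted concentration of half-maximal effect; plate controls were vehicle for no effect and positive control for full effect; nearly all actives have a fitted effect of over 50% in size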
PLK1 PBD block = blocks phosphopeptide binding to human PLK1 polo-box domain; P53350; Plk1 PBD binding of FITC phosphopeptide, fluorescence polarization; Potency, µM, for the others: max response, negative = inhibition, hits mostly inhibitors; 2.8% of 360,000 active; AID 720504; note: potency is the fitted concentration of half-maximal effect; series mostly up to about 57 µM; % is set by controls: 0 for no effect and ±100 for the full control effect; nearly all actives have a fitted effect of over 65% in size
PI5P4Ka inh = PI5P4K alpha (human) kinase inhibition; PI5P4Kalpha enzyme, ADP-Glo luminescence, 60 min; hits give low values; P48426; max response, %; 1.2% of 330,000 active; active = max response of -50% or lower; inconclusive = between -30% and -50%; inactive = -30% or higher; note: value at the top dose of about 77 µM; % is set by controls: 0 for no effect and ±100 for the full control effect
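PI5P4Kalpha ADP-Glo assay; 5 microM ATP final; 60 min RT reaction; HEPES pH 7.4/EGTA/CHAPS, 5% DMSO; controls lacking substrate or enzyme; luminescent end-point.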
MmCpn inh = M. maripaludis TRiC chaperonin inhibition; 0.031% of 330,000 active; Potency, µM (highest dose often 76.9 µM), for the others: at the top dose activity, negative = inhibition, usual class: inhibitors; AID 504842; purified Mm-Cpn ATPase, ADP Transcreener TR-FRET; note: potency is the fitted concentration of half-maximal effect; % is set by controls: 0 for no effect and ±100 for the full control effect; nearly all actives have a fitted effect of over 80% in size
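Eu-cryptate anti-ADP/ADP-d2 competition gives a ratio inversely related to ADP. Enzyme at 25 nM was pre-exposed to compound for 10 min, then given 10 uM ATP for 30 min, 37°C throughout.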
* hit, by the source's call; ? = inconclusive; · = not tested or not shown; [ ] = another dose, or the depositor's remark. Unless noted, calls come from the whole dose curve; as a rule, active = well fitted curve in the direction sought with a large enough effect; inconclusive = small, poorly fitted or top-dose-only effect, or another doubt; inactive = no such curve, though single readings can be large; an effect the other way counts as inactive or inconclusive. The list is partial; rates above refer to the full screens.

no.	mol	CCT modulator	EPAC2 antag	EPAC1 ag	WRN helicase inh	EPAC1 antag	PLK1 PBD block	PI5P4Ka inh	MmCpn inh
1	O=C(COC(=O)C1CC2CCCC(C1)C2=O)NNC(=O)c1ccccc1Br (centres undefined)	-0.5	-1%	14%	-16%	-16%	-8%	-6	-3%
2	Cc1cc(S(=O)(=O)Nc2ccc3c(c2)COC3=O)ccc1F	-0.9	7%	2%	-24%	-11%	-13%	1	3%
3	Cc1nn(C)c(Cl)c1CN1CCCC(C(=O)Nc2ccc(-c3cscn3)cc2)C1 (centres undefined)	2.8	-6%	5%	-20%	-12%	1%	6	-1%
4	Cc1ccc(CN(CC(=O)NCCc2ccccc2)C(=O)c2csnn2)cc1	1.4	-7%	2%	-20%	-10%	0%	-2	2%
5	O=C(NCc1ccccc1)c1cc(C2CCCN(C(=O)CCc3ccccc3)C2)on1 (centres undefined)	1.9	-7%	12%	1%	1%	-12%	0	·
6	Cc1cc(-n2ccnc2)n2c(nc3ccccc32)c1C#N	-1.1	-4%	3%	-24%[57.1 µM]	-4%	1%	·	3%
7	Cc1csc(NC(=O)c2nn(C)c(C)c2[N+](=O)[O-])n1	-0.8	-1%	-1%	-3%	2%	-1%	-4	-1%
8	CCOc1ccc(CNC(=O)CCc2cn(C)c3ccccc23)cc1	-1.6	-2%	-6%	-2%	6%	-2%	-10	0%
9	COc1ccccc1-n1cnnc1SCC(=O)NC1CCCCC1	-1.3	-1%	8%	-1%	14%	-12%	-1	0%
10	Cn1ncc(Br)c1C(=O)NC1CCCC1	-2.1	3%	-20%	5%	3%	2%	-3	0%
11	CCc1nc(Nc2cccc(F)c2)c2oc3ccccc3c2n1	-5.0	-3%	14%	-3%	13%	0%	-1	-2%
12	Cc1ccn2cc(CNC(=O)c3ccc(Br)o3)nc2c1	1.3	1%	-12%	4%	1%	-2%	-3	0%
13	CN(C(=O)c1ccc2nccnc2c1)C1CCCCC1	-3.1	0%	3%	-2%	-5%	-2%	1	-3%
14	O=S(=O)(c1ccccc1)c1nc(NC2CC2)sc1Cl	-2.8	-18%	-6%	3%	-1%	-3%	-4	5%
15	Cc1ccc(-c2nn(-c3ccccc3)cc2C2CC(c3ccccc3)=NN2C(=O)CCC(=O)O)cc1 (centres undefined)	-4.8	-7%	-3%	-8%	-22%	?	2	2%

An excerpt from above in order of their number in PLK1 PBD block, high to low:
| no. | Molecule | PLK1 PBD block |
| --- | --- | --- |
| 11 | CCc1nc(Nc2cccc(F)c2)c2oc3ccccc3c2n1 | 0% |
| 8 | CCOc1ccc(CNC(=O)CCc2cn(C)c3ccccc23)cc1 | -2% |
| 9 | COc1ccccc1-n1cnnc1SCC(=O)NC1CCCCC1 | -12% |
| 2 | Cc1cc(S(=O)(=O)Nc2ccc3c(c2)COC3=O)ccc1F | -13% |

Taken from above:
#8 @ MmCpn inh = 0%
#11 @ PLK1 PBD block = 0%
#1 @ CCT modulator = -0.5
#6 @ CCT modulator = -1.1

Back to the main list with the 6 entries that preceded the break.
no.	mol	CCT modulator	EPAC2 antag	EPAC1 ag	WRN helicase inh	EPAC1 antag	PLK1 PBD block	PI5P4Ka inh	MmCpn inh
10	Cn1ncc(Br)c1C(=O)NC1CCCC1	-2.1	3%	-20%	5%	3%	2%	-3	0%
11	CCc1nc(Nc2cccc(F)c2)c2oc3ccccc3c2n1	-5.0	-3%	14%	-3%	13%	0%	-1	-2%
12	Cc1ccn2cc(CNC(=O)c3ccc(Br)o3)nc2c1	1.3	1%	-12%	4%	1%	-2%	-3	0%
13	CN(C(=O)c1ccc2nccnc2c1)C1CCCCC1	-3.1	0%	3%	-2%	-5%	-2%	1	-3%
14	O=S(=O)(c1ccccc1)c1nc(NC2CC2)sc1Cl	-2.8	-18%	-6%	3%	-1%	-3%	-4	5%
15	Cc1ccc(-c2nn(-c3ccccc3)cc2C2CC(c3ccccc3)=NN2C(=O)CCC(=O)O)cc1 (centres undefined)	-4.8	-7%	-3%	-8%	-22%	?	2	2%
16	CS(=O)(=O)Nc1ccc2c(c1)[C@H]1C[C@H](CC(=O)NCc3ccccc3)O[C@H](CO)[C@H]1O2	-0.9	7%	0%	1%	6%	-1%	2	·
17	CCN(CC)c1ccc(NC(=O)COc2ccccc2C#N)cc1S(=O)(=O)Nc1ccccc1OC	-3.9	-2%	16%	-35%[57.1 µM]	-27%	5.3µM*	?	-19%
18	O=[N+]([O-])c1cc(S(=O)(=O)Nc2cccc(C(F)(F)F)c2)ccc1-n1nnc2ccccc21	0.5	-17%	6%	-3%	-3%	27µM*	11	1%
19	CN1CCN(C(=O)c2ccccc2NC(=O)c2cccs2)CC1	-1.0	3%	1%	3%	5%	-12%	3	4%
20	CC12CCC(=O)N1c1c(sc3nc(N4CCOCC4)c4c(c13)CCCC4)C(=O)N2 (centres undefined)	-3.0	1%	0%	3%	6%	-9%	·	0%
21	CC(C)(COC(=O)C(c1ccccc1)c1ccccc1)CN1CCOCC1	0.9	-19%	-4%	-12%	-19%	-11%	-5	·
22	O=C(c1cc2c(s1)CCCCC2)N1CCN(c2ncccn2)CC1	-1.0	-3%	7%	-7%	3%	-9%	·	2%
23	CC(=O)c1ccc(OCCCC(=O)Nc2ccc(C)c(S(=O)(=O)N(C)C)c2)cc1	-2.2	13%	-8%	-2%	9%	0%	5	2%
24	Cc1ccc(S(=O)(=O)n2ccc(-c3ccc(OCc4c(F)cccc4Cl)cc3)n2)cc1	-2.0	3%	2%	3%	13%	3%	·	1%
25	Cc1cccc(NC(=O)CN2CCN(CC(=O)NCc3ccc(Cl)cc3Cl)CC2)c1C	-0.6	11%	-2%	-1%	15%	2%	0	0%
26	CCCCn1c(N)c(N(Cc2ccccc2OC)C(=O)C(C)Oc2ccc(F)cc2)c(=O)[nH]c1=O (centres undefined)	-2.7	0%	-14%	-4%	-10%	0%	-1	4%
27	COc1ccc(NC(=O)CN(C)S(=O)(=O)c2ccc(Cl)cc2)c([N+](=O)[O-])c1	-1.2	3%	0%	4%	-20%	6%	·	-7%
28	CCc1ccc(-c2nnn(Cc3nn[nH]n3)n2)cc1	-0.8	3%	5%	6%	13%	-1%	-9	1%
29	CCN(CC)C(=O)c1sc2nc(-c3ccccc3)ccc2c1N	-0.8	-12%	6%	-7%	-18%	-8%	-16	-3%
30	CC(=O)c1ccc(N(C(=O)c2csnn2)C(C(=O)NC(C)(C)C)c2cccs2)cc1 (centres undefined)	0.6	1%	-14%	3%	-14%	2%	0	0%
31	COc1ccc(N2CC(C(=O)NCc3cccnc3)CC2=O)cc1 (centres undefined)	1.1	8%	0%	7%	-7%	-11%	-6	0%
32	COC(=O)c1ccc(C)c(NC(=O)C(CCSC)NC(=O)c2cc(OC)c(OC)c(OC)c2)c1 (centres undefined)	0.6	2%	-6%	-5%[57.1 µM]	-26%	4%	2	0%
33	CC(NC(=O)COc1ccc(S(=O)(=O)N2CCOCC2)cc1)c1ccccc1 (centres undefined)	0.6	2%	10%	-5%	-6%	-3%	-2	-3%
34	COc1ccc(CNC(=O)CCCC2=NS(=O)(=O)c3ccccc3N2)cc1	-1.8	6%	5%	-2%	-7%	?	3	3%
35	Cc1cc(-n2[nH]c(C)c(C)c2=O)nc(-c2ccccc2O)n1	1.9	-11%	-7%	-17%	-2%	-12%	2	1%
36	CCOC(=O)N1CCN(Cc2nc3c(c(=O)n(C)c(=O)n3C)n2Cc2ccccc2C)CC1	-1.5	-7%	6%	-2%	-3%	-9%	·	-2%
37	COc1cccc(-n2cc(CN(C)C(=O)C3CCC(=O)N(C4CC4)C3)cn2)c1 (centres undefined)	0.8	-1%	1%	7%	5%	-5%	0	·
38	CCN(CC)S(=O)(=O)c1cccc(C(=O)N/N=C/c2cccc(O)c2O)c1	-3.7	-2%	-8%	?	-16%	-10%	-13	0%
39	CCCCSc1nc2c(cnn2-c2ccc(F)cc2)c(=O)[nH]1	-0.8	2%	-14%	-5%	6%	-5%	4	-2%
40	CCCC(=O)Nc1nc2c(c(=O)[nH]1)CCCC2	-1.9	5%	-3%	5%	10%	2%	1	-1%
41	COc1ccc(-n2nc(C(=O)NCC(=O)N3CCN(c4ccccn4)CC3)c3ccccc3c2=O)cc1	0.7	13%	0%	1%	-5%	-5%	·	-8%
42	Cc1ccc(Nc2cc(C)nc3c(C)cccc23)cc1	-0.2	-8%	-2%	-3%	-19%	2%	-1	0%
43	C=C(C)CNC(=S)Nc1ccc(S(=O)(=O)Nc2cnc3ccccc3n2)cc1	-0.9	-1%	9%	-6%	-3%	?	5	-2%
44	O=C(COC(=O)c1cnccn1)c1ccc2ccccc2c1	-0.3	-1%	-10%	1%	-1%	3%	6	0%
45	COc1cccc(OCc2nc3ccccc3c(=O)n2N)c1	-2.4	1%	7%	5%	-2%	-11%	·	-2%
46	CN1CCN(C(=S)NC(=O)c2ccc(Br)cc2)CC1	-0.1	19%	-10%	3%	-5%	3%	-8	?
47	CC(C)(C)C1=CC(O)(c2ccccc2)C=C(C(C)(C)C)C1=O	-0.3	?	-8%	-7%	-23%	4%	0	3%
48	CCOC(=O)CSc1nnc(-c2ccccc2)c(=O)[nH]1	-3.9	-4%[57.1 µM]	3%	-8%	10%	-7%	-1	-2%
49	COc1cccc(N2C(=O)C3C(C2=O)C2C=CC3C23CC3)c1 (centres undefined)	-2.0	6%	9%	12%	-13%	-9%	-5	1%

Entries of single compounds as entered above. Order of values: CCT modulator, EPAC2 antag, EPAC1 ag, WRN helicase inh, EPAC1 antag, PLK1 PBD block, PI5P4Ka inh, MmCpn inh
`Cc1cc(S(=O)(=O)Nc2ccc3c(c2)COC3=O)ccc1F` is listed with -0.9, 7%, 2%, -24%, -11%, -13%, 1, 3%
`CCOc1ccc(CNC(=O)CCc2cn(C)c3ccccc23)cc1` is listed with -1.6, -2%, -6%, -2%, 6%, -2%, -10, 0%
